Assay outcomes as filed in PubChem BioAssay.
Glioma ERSR ind – inducers of ER stress response in human glioma cells; Potency, µM, for the others: top-dose activation, hits mostly activators; hit rate 0.02% among 420,000; U87-MG GRP78 promoter luciferase reporter, 16 h; further: potency means the concentration at half of the fitted maximal effect; series mostly up to about 76 µM; % of control where 0% means no effect; nearly all actives have a fitted effect of over 35% in size
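Stably transfected U87-MG glioma cells carrying a GRP78-based luciferase sensor; 16 h compound incubation. Luminescence end-point read 10 min after Bright-Glo addition at room temperature.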
Vif-A3F inh – inhibitors of Vif-A3F interaction. HeLa A3F-eYFP + Vif (tagged APOBEC3F with the HIV-1 protein that degrades it), YFP fluorescence increase. Potency, µM (top dose mostly 46.1 µM), for the others: at the top dose activity, negative = active. hit rate 0.2% among 390,000; further: potency means the concentration at half of the fitted maximal effect; % of control where 0% means no effect; nearly all actives have a fitted effect of over 65% in size
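HeLa cells stably expressing A3F-eYFP plus Vif, plated and incubated overnight at 37 deg C, then exposed to compounds overnight at 37 deg C. Blocked degradation read as raised yellow fluorescence (Ex 488/Em 500-530).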
LDHA block – blocks human lactate dehydrogenase A. activity change, % (values are at about 110 or 230 µM). purified LDHA, NADH/diaphorase-resazurin fluorescence; active compounds read low. P00338. AID 1347041. hit rate 0.15% among 480,000; in the data active means activity change below about -30%; inconclusive means mostly about -25% to -30%;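 further: plate controls were DMSO wells for no effect and wells without enzyme for full effect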
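Human LDH5 (2 nM) was incubated with 0.06 mM NADH and 0.2 mM pyruvate for 5 min at room temperature in Tris pH 7.4. Remaining NADH was coupled through diaphorase/resazurin, and resorufin fluorescence was read at 0 and 20 min.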
D1 agonist – activates the human D1 dopamine receptor | P21728 | hit rate 1% among 360,000 | AID 504660 | HEK293 T-REx D1 cells, calcium flux, agonist mode | activation, % at 2 µM; in the data active means activation above about 30%; further: 0% is about no effect
Target sequence (P21728 whole entry, looked up): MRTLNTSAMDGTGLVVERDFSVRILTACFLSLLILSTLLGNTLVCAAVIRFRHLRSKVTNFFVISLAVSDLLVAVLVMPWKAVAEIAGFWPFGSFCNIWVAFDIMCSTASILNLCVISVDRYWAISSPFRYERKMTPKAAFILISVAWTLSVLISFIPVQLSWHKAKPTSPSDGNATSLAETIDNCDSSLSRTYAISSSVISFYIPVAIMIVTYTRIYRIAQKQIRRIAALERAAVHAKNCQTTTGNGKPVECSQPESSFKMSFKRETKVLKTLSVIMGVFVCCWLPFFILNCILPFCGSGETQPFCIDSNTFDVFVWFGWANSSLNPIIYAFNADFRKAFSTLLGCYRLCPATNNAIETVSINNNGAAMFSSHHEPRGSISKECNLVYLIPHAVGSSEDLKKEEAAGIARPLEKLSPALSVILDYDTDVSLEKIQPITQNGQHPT
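Agonism was scored from calcium flux recorded over 180 s (1 read/s) after pintool compound addition, following a 10-cycle baseline. Cells were inducible force-coupled HEK293 TREx D1, plated overnight at 30 C and loaded with no-wash calcium dye.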
Vif-A3G inh – Vif-A3G binding inhibition. hit rate 0.076% among 410,000. Potency, µM (titrated, usually from 46.1 µM), without a hit: top-dose activity, negative = active, usual class: inhibitors. HeLa A3G-eYFP + Vif (tagged APOBEC3G with the HIV-1 protein that degrades it), YFP fluorescence, overnight. AID 602310;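 further: potency means the concentration at half of the fitted maximal effect; on the % scale 0 is the no-effect control and ±100 the full control effect; nearly all actives have a fitted effect of over 60% in size; hits raise eYFP signal because A3G escapes Vif-driven loss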
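Read-out is eYFP fluorescence (Ex 488/Em 500-530) from Vif-expressing HeLa A3G-eYFP cells; more signal means A3G escaped Vif-mediated degradation. Cells plated overnight, compound pinned in, incubated overnight at 37 deg C.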
RXFP1 ag – RXFP1 (human) receptor agonism; hit rate 0.3% among 370,000; Q9HBX9; Potency, µM (titrated, usually from 57.5 µM), for the others: at the top dose activation, usual class: activators; HEK293T-RXFP1 cAMP TR-FRET, 30 min; response scale: percent of porcine relaxin response, buffer zero; further: potency means the concentration at half of the fitted maximal effect; on the % scale 0 is the no-effect control and ±100 the full control effect; nearly all actives have a fitted effect of over 60% in size; many of its hits are not listed in these tables
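cAMP rise read by TR-FRET after 30 min, 37C compound exposure (up to 58 uM) in RXFP1-transfected HEK293 cells with Ro 20174 present. EC50 from Hill-equation fits, with 29 nM porcine relaxin as 100% and buffer as basal.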
D1 antag – blocks dopamine activation of the human D1 receptor; activity change, negative = inhibition, % at 10 µM; hit rate 3.2% among 360,000; HEK293 TREx D1 cells, calcium flux, dopamine EC80; active compounds read low; P21728; in the data active means activity change below about -30%; further: on the % scale 0 is the no-effect control and ±100 the full control effect
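Tetracycline-induced HEK293 T-REx cells with force-coupled D1 receptor were loaded with a no-wash calcium dye. Compound was added after a 10 s baseline and read kinetically for 180 s; EC80 dopamine was then added and calcium flux followed another 180 s.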
D2 PAM – positively modulates the human D2 dopamine receptor allosterically; HEK293 T-REx D2, calcium flux, EC20 dopamine potentiation; P14416; potentiation, % at 10 µM; AID 485347; hit rate 0.34% among 340,000;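 active means potentiation over 3 SD above the plate norm, cut at about 30% in these data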; further: 0% is about no effect
Target sequence (P14416 whole entry, looked up): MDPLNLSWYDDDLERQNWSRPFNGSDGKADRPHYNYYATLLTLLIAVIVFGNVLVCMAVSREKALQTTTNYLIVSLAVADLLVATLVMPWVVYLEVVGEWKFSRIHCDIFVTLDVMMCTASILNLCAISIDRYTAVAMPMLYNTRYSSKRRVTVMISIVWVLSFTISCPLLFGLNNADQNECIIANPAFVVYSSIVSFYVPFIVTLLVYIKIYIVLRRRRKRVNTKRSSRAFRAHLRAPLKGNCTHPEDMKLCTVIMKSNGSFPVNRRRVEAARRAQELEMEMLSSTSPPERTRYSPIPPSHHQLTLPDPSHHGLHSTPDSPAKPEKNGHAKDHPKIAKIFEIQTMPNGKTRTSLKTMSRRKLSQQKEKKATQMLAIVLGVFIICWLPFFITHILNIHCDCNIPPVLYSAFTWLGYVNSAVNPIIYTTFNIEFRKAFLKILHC
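Primary screen. Calcium kinetics in induced HEK293 T-REx D2 cells: compound pre-addition 180 s, EC20 dopamine, 180 s more.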
D1 PAM – potentiators of human D1 dopamine receptor. P21728. HEK293 TREx D1 cells, calcium flux, dopamine EC20 potentiation. potentiation, % at 10 µM. hit rate 0.036% among 360,000; in the data active means potentiation above about 30%; further: 0% is about no effect
* = called active by the depositor; ? = inconclusive; . = not tested or not shown; & = joins results of further samples. Unless noted, the call rests on the fitted dose curve; in most records, active means well fitted curve in the direction sought with a large enough effect; inconclusive means small, poorly fitted or top-dose-only effect, or another doubt; inactive means no such curve, though single readings can be large; an effect the other way counts as inactive or inconclusive. Only part of the results is shown; rates above refer to the full screens.

SMILES	Glioma ERSR ind	Vif-A3F inh	LDHA block	D1 agonist	Vif-A3G inh	RXFP1 ag	D1 antag	D2 PAM	D1 PAM
COC(=O)Nc1ccc(S(=O)(=O)NCc2ccccn2)cc1	-2%	8%	-5	3	-1%	2.2%	17	-3	-1
Cc1cc(=O)[nH]c(SCC(=O)c2ccccc2)c1C#N	1%	-3%	0	2	-7%	2.8%	-13	2	7
COC(=O)c1ccc(C2C(C#N)=C(N)Oc3cc(N)ccc32)cc1 (stereo not drawn)	-4%	0%	2	2	-11%	2.6%	1	9	-1
O=C1c2oc3ccc(F)cc3c(=O)c2C(c2ccncc2)N1CCN1CCOCC1 (stereo not drawn)	.	.	.	2	.	-0.3%	10	0	-2
CC(C)c1ccc(OCc2cccc(C(=O)N/N=C/c3cccnc3)c2)cc1	-8%	11%	-2	9	1%	1.5%	7	-3	-4
CC(C)C(NC(=O)C1CCCCC1)C(=O)NC1CCN(Cc2ccccc2)CC1 (stereo not drawn)	.	.	.	2	.	4.1%	0	12	2
COc1ccccc1C(OC(=O)c1ccco1)C(=O)NCc1ccc(F)cc1 (stereo not drawn)	-3%	14%	-3	2	0%	-5.3%	7	-5	3
CCc1ccc(-n2nc(C)c3c(C(=O)Nc4cc(OC)cc(OC)c4)cc(C)nc32)cc1	-5%	3%	-7	4	-3%	0.6%	6	-7	1
CCc1ccc(N2CC(C(=O)OCc3csc(CC(=O)Nc4ccccc4C)n3)CC2=O)cc1 (stereo not drawn)	-5%	-24%	-13	0	-3%	-2.1%	5	56*	-8
Cc1ccc(C)c(Nc2nc3ccc(C)cc3n3cnnc23)c1	-2%	?	-5	0	-2%	7.0%	-11	0	-7
C[N+]1=C(/C=C/Nc2ccccc2Cl)C(C)(C)c2ccccc21	0%	10%	-1	9	-1%	5.9%	30	.	-2
CCC1CCc2c([nH]c3ccccc3c2=O)O1 (stereo not drawn)	2%	3%	1	5	1%	5.5%	-9	.	-1
Cc1cc2c(s1)c1c(C)nn(Cc3ccccc3F)c(=O)c1n2C	.	.	.	1	.	11%	20	.	3
CCn1c(=O)c2c(nc3n2CCCN3c2cccc(C)c2)n(C)c1=O	-5%	-6%	-10	1	-2%	6.0%	-31*	-6	2
CN(C)CCCNC(=O)C(=O)NCC(c1cccs1)S(=O)(=O)c1ccc(F)cc1 (stereo not drawn)	-2%	-20%	0	4	-4%	-0.7%	-11	16	-3

Complete entries from above. Values in the order: Glioma ERSR ind | Vif-A3F inh | LDHA block | D1 agonist | Vif-A3G inh | RXFP1 ag | D1 antag | D2 PAM | D1 PAM
`CCc1ccc(N2CC(C(=O)OCc3csc(CC(=O)Nc4ccccc4C)n3)CC2=O)cc1` (stereo not drawn) reads -5% | -24% | -13 | 0 | -3% | -2.1% | 5 | 56* | -8
`CC(C)C(NC(=O)C1CCCCC1)C(=O)NC1CCN(Cc2ccccc2)CC1` (stereo not drawn) reads . | . | . | 2 | . | 4.1% | 0 | 12 | 2
`COC(=O)Nc1ccc(S(=O)(=O)NCc2ccccn2)cc1` reads -2% | 8% | -5 | 3 | -1% | 2.2% | 17 | -3 | -1
`CCc1ccc(-n2nc(C)c3c(C(=O)Nc4cc(OC)cc(OC)c4)cc(C)nc32)cc1` reads -5% | 3% | -7 | 4 | -3% | 0.6% | 6 | -7 | 1

Continuation.
SMILES	Glioma ERSR ind	Vif-A3F inh	LDHA block	D1 agonist	Vif-A3G inh	RXFP1 ag	D1 antag	D2 PAM	D1 PAM
Cn1c(Cc2ccc3c(c2)OCO3)nnc1SCC(=O)N1CCc2ccccc2C1	-4%	-4%	7	-2	2%	1.9%	2	4	10
COc1ccc(/C=C2\SC(N3CCCCC3)=NC2=O)cc1OC	4%	-11%	-2	0	-1%	0.0%	-7	-5	0
O=[N+]([O-])c1ccccc1Oc1cnc2ccccc2n1	-1%	3%	-10	0	-5%	-0.2%	5	-3	-5
CS(=O)(=O)N1CCC(C(=O)Nc2ccc(OCc3ccccc3)cc2)CC1	-2%	2%	-13	5	0%	2.2%	-3	8	-8
CN1CCN(c2ccccc2NC(=O)c2cc3c(s2)-c2ccccc2OC3)CC1	-2%	0%	-14	14	0%	1.2%	-12	.	-11
CCC/C=N/NC(=O)c1cccc(Br)c1	-2%	-1%	-5	1	0%	0.3%	-5	-3	-5
CCOC(=O)n1cc(C(=O)c2ccccc2O)cn1	-3%	-21%	-12	2	0%	4.7%	-20	22	0
COc1ccc(CC(=O)NNC(=S)Nc2ccccc2)cc1Br	-2%	-4%	-3	1	-5%	0.7%	2	-8	-3
S=c1[nH]nc(-c2cccnc2)n1/N=C/c1ccco1	-4%	0%	-5	1	-2%	0.5%	1	-2	0
CC(=O)C1=C(C)NC(=O)NC1c1ccccc1OCC(=O)NCCc1ccccc1 (stereo not drawn)	-4%	-6%	-8	0	-2%	-0.1%	2	6	6
COc1ccc(NC(=O)Cn2ncc3c4ccccc4n(Cc4ccccc4)c3c2=O)cc1OC	-1%	-14%	0	-1	-3%	18%	-4	-2	-1
CCOC(=O)c1c(-c2cccs2)csc1NC(=O)CSc1ncn[nH]1	-4%	-6%	6	1	-11%	0.5%	44	-21	4
Cc1cc(Oc2nc3ccccn3c(=O)c2/C=C(\C#N)c2nc3ccccc3s2)ccc1Cl	0%	-10%	1	2	3%	8.0%	-14	.	1
Cc1onc(-c2ccccc2)c1C(=O)N1CCCc2ccccc21	-2%	1%	3	2	-1%	0.3%	1	11	-2
CCN(c1ccccc1)S(=O)(=O)c1ccc(C(=O)Nc2ncccc2O)cc1	5%	-5%	8	3	-5%	0.7%	1	-3	-9
CCn1c(SCC(=O)O)nnc1-c1ccccc1OC	2%	?	-10	8	1%	0.9%	-6	-18	-4
COc1ccc(C2/C(=C(/O)c3ccccc3)C(=O)C(=O)N2C)c(OC)c1 (stereo not drawn)	-6%	2%	-3	2	-7%	-3.0%	10	14	8
COc1ccc(CNC(=O)C2CCC(CNc3c(N4CCCCC4)c(=O)c3=O)CC2)cc1 (stereo not drawn)	-9%	6%	-4	0	-2%	0.0%	-12	-2	1
COCCN(C(=O)COC(=O)c1cc2ccccc2cc1O)c1c(N)n(Cc2ccccc2)c(=O)[nH]c1=O	-3%	-6%	-2	3	-3%	1.5%	2	6	-8
O=C(COC(=O)c1ccccc1NS(=O)(=O)c1cccs1)NC1CCCCC1	0%	2%	-7	19	-2%	-1.2%	-55*	-3	-6
COc1ccccc1N1CCN(CC(=O)Nc2sccc2C#N)CC1	-1%	-5%	-4	0	2%	1.1%	16	-19	0
CCCOc1cccc(C(=O)Nc2cc(-c3ccccc3)no2)c1	1%	?	-2	6	-13%	0.6%	0	-6	-1
O=C(CSc1ccc2ccccc2n1)N/N=C/c1ccccc1O	5%	-1%	2	1	-7%	4.4%	5	18	0
Cn1c(SCc2nc3ccccc3c(=O)[nH]2)nc2ccccc21	2%	15%	-3	1	-6%	-0.1%	-3	0	9
CCOC(=O)C1(Cc2ccccc2C)CCCN(C(=O)c2cc(C3CC3)[nH]n2)C1 (stereo not drawn)	6%	1%	-3	1	1%	2.6%	-1	-7	-3
COc1ccc(/C=N/NC(=O)c2ccc(CSc3nc(C)cc(C)n3)cc2)cc1O	1%	8%	0	0	-30%	-2.4%	-3	-7	-1
Cc1cc2oc3cc(NCCC4CCCN4C)ccc3c(=O)c2cc1C (stereo not drawn)	-4%	2%	0	.	0%	.	.	.	.
Cc1nnc(Nc2ccc(C(=O)N3CCOCC3)cc2)c2ccccc12	0%	2%	-1	0	1%	?	-26	12	-2
C=CCSc1nc(-c2ccc(OC)cc2)c(C#N)c(=O)n1CC=C	-8%	1%	-2	5	0%	3.4%	-6	15	-2
Cc1ccc(S(=O)(=O)CC(N)=O)cc1	-4%	3%	-5	0	2%	2.0%	12	0	9
Cc1noc(C(=O)Nc2cccnc2)c1Cl	-1%	4%	0	2	0%	0.1%	-6	-2	-5
COC(=O)C1=C(C)N(c2ccc(F)cc2)C(=O)C1	-8%	-2%	0	2	3%	1.4%	-5	17	-1
CCC(NC(=O)CN1CCN(C(=O)c2cccs2)CC1)c1ccc(C)cc1 (stereo not drawn)	-1%	1%	0	1	4%	-0.3%	21	-6	-3
O=C(OCC(=O)N1CCN(c2cccc(Cl)c2)CC1)c1ccco1	-3%	1%	-1	-1	1%	-0.5%	-23	-3	3
C/C(=N\NC(=O)c1cc(C2CC2)nc2ccccc12)c1ccc(O)cc1O	-7%	-8%	1	2	-30%	-0.4%	-12	3	-9
CC(=O)N1CCCc2cc(S(=O)(=O)NCc3ccccc3Cl)ccc21	-3%	-9%	6&0	10	4%	-0.2%	-6	11	-4
Clc1cccc(CN2CCSCC2)c1	0%	2%	-9	3	-1%	-2.0%	-3	-3	12
O=S(=O)(Nc1ccccn1)c1ccc(Br)cc1	-3%	-8%	3	2	0%	1.5%	4	-2	-3
Cc1ccc(C(=O)OCC(=O)NCc2ccco2)cc1C	-3%	-11%	0	3	-1%	2.9%	-24	0	-13
CC(Sc1nc(N(C)C)nc(N2CCOCC2)n1)C(=O)Nc1ccccc1 (stereo not drawn)	-5%	?	-1	5	-11%	0.0%	-1	-21	3
COCC(C)N1CCC(Oc2cccc(C(=O)NCCc3ccccc3)c2)CC1 (stereo not drawn)	-2%	1%	-6	13	2%	-0.9%	-39*	2	-12
Cc1ccccc1N=C/C=C1\N(C)c2ccccc2C1(C)C	0%	-11%	2	1	-7%	0.2%	3	5	-6
Cc1c(Cl)cccc1NC(=O)CSc1nc2c(c(=O)[nH]1)CCCC2	.	.	.	5	.	2.3%	-4	-1	-2
Cn1c(CC(=O)Nc2ccc(Cl)c(Cl)c2)nnc1SCC(=O)N1CCN(c2ccccc2)CC1	-1%	0%	-3	2	6%	0.4%	5	20	-3
Cc1csc2c(SCC(=O)NNC(=O)C(Cl)Cl)ncnc12	1%	1%	-1	1	0%	2.5%	1	.	-3
CCC1CCCCN1CCCNC(=O)c1nn(C)c2c1CS(=O)(=O)c1ccccc1-2 (stereo not drawn)	-3%	4%	-4	1	0%	-0.6%	-6	-7	0
